Assay outcomes (PubChem)
Tau fluor cs: counter-screen for tau fibril formation inhibitors. tau K18 P301L Alexa594 fluorescence, heparin fibrillization. Potency, µM (doses to about 57.7 µM), without a hit: at the highest dose activity change, negative = decrease. 280,000 tested, 0.93% active. AID 1463; note: % is set by controls: 0 for no effect and ±100 for the full control effect; nearly all actives have a fitted effect of over 55% in size
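Human tau K18 P301L (15 uM unlabeled, 0.24 uM Alexa 594-labeled) in 100 mM sodium acetate pH 7 with 20 uM heparin, 6 hr at 37 C. ThT 30 uM added, 1 hr ambient; Alexa 594 FP and total fluorescence read at 555/632 nm.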
aGal spleen mod: alpha-galactosidase A (human) modulation; P06280; 240,000 tested, 0.008% active; AID 2107; Potency, µM (top dose mostly 80 µM), without a hit: top-dose activity change, negative = inhibition, most hits filed as inhibitors; human spleen homogenate, 4MU-alpha-Gal fluorescence, 40 min;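 note: 0% = enzyme with vehicle and -100% = no enzyme basal signal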
Target sequence (P06280 32-429 limits assumed): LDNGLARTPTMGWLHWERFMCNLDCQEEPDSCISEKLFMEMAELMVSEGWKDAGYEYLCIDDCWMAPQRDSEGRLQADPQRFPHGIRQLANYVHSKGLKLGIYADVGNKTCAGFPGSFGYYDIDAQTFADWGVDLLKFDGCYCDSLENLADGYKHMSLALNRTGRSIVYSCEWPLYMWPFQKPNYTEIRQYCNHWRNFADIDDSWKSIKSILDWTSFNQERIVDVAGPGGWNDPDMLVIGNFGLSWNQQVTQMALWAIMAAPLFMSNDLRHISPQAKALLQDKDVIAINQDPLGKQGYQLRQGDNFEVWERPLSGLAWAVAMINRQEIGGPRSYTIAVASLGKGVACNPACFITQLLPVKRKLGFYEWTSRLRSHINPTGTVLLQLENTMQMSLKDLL
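Inhibition or activation of alpha-galactosidase in human spleen homogenate is scored by 4-MU fluorescence after 40 min at 37C, pH 5.0, with 1 mM substrate. AC50s come from concentration-response fitted to the Hill equation.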
aGlu spleen mod: inhibits or activates alpha-glucosidase in human spleen homogenate; Potency, µM (series often up to 79.9 µM), inactives show at the top dose activity change, negative = inhibition, hits mostly inhibitors; AID 2112; P10253; human spleen homogenate, 4-MU-alpha-glucoside fluorescence; 240,000 tested, 0.006% active;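 note: 0% = enzyme with vehicle and -100% = no enzyme basal signal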
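AC50 values come from Hill-equation fits of concentration-response data, normalized to no-enzyme and full-activity controls. Enzyme source: 1 ug human spleen homogenate; 1 mM fluorogenic 4-MU glucoside, pH 5.0 citrate buffer, 37 C, 40 min.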
Tau ThT inhib: blocks human tau fibril formation measured by thioflavin T; Potency, µM (series often up to 57.4 µM), for inactives: at the top dose activity, negative = inhibition, actives largely listed as inhibitors; recombinant tau K18 P301L (four-repeat tau fragment), heparin-induced fibrillization, ThT fluorescence; 270,000 tested, 2.1% active; P10636; note: % is set by controls: 0 for no effect and ±100 for the full control effect; nearly all actives have a fitted effect of over 55% in size
Target sequence (P10636 561-689 P618L limits assumed): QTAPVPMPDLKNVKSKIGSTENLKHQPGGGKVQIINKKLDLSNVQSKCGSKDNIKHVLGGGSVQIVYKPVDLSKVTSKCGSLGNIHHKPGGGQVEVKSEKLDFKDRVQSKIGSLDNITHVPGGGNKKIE
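Recombinant human tau K18 fragment […] carrying P301L, 15 uM unlabeled plus 0.24 uM Alexa 594-labeled, was fibrillized with 20 uM heparin in 100 mM sodium acetate pH 7 for 6 hr at 37 C; 30 uM ThT fluorescence read after 1 hr.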
Tau FP inhib: blocks human tau fibril formation measured by polarization; P10636; K18 P301L tau heparin fibrillization, Alexa594 FP, 6 h; Potency, µM (titrated, usually from 57.7 µM), inactives show at the highest dose activity, negative = inhibition, most hits filed as inhibitors; 280,000 tested, 0.39% active; note: % is set by controls: 0 for no effect and ±100 for the full control effect; nearly all actives have a fitted effect of over 55% in size
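K18 P301L tau (15 uM unlabeled/0.24 uM Alexa 594-labeled, final) + compound + heparin 20 uM final; 100 mM NaOAc pH 7; 6 hr 37 C; ThT 30 uM final added, 1 hr RT; FP ex 555/em 632 nm.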
GAA glycogen mod: alters human alpha-glucosidase cleavage of glycogen; P10253; 300,000 tested, 0.38% active; AID 2100; Potency, µM (series often up to 76.4 µM), for inactives: top-dose activity change, negative = inhibition, most hits filed as inhibitors; recombinant GAA, glycogen substrate, Amplex Red glucose oxidase fluorescence;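 note: 0% = full enzyme reaction and -100% = no-enzyme basal signal; the screen sought inhibitors and activators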
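Recombinant human enzyme (4 nM); glycogen substrate; 37 C, 40 min, pH 5.0. Readout: coupled glucose oxidase/Amplex Red fluorescence.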
GAA inhib: alpha-glucosidase (human) inhibition. purified human GAA, 4-MU-alpha-glucoside fluorescence. AID 1466. Potency, µM (highest dose often 76.9 µM), for the others: at the top dose activity change, negative = inhibition, actives largely listed as inhibitors. 200,000 tested, 0.005% active;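 note: plate controls were uninhibited enzyme wells for no effect and no-enzyme background for full effect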
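Fluorescence at Ex 365/Em 440 nm from 4-methylumbelliferone reported enzyme activity after 20 min at room temperature. Reactions used 4 nM enzyme and 400 uM substrate at pH 5.0; curves fitted with the Hill equation.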
HTT ATP protect: protects HTT-Q103 PC12 cells, measured by ATP; PC12 HTT-Q103 induced, cytoprotection, ATP luminescence, 40 h; Potency, µM (highest dose often 56.4 µM), for the others: cytoprotection (ATP increase), most hits filed as activators; 230,000 tested, 0.14% active;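 note: % of control where 0% means no effect; nearly all actives have a fitted effect of over 45% in size; toxic huntingtin expression switched on by the ecdysone agonist tebufenozide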
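Huntington model: PC12 line, ecdysone-inducible HTTQ103 exon1–GFP, tebufenozide 100 nM. Test articles in a dose series. Endpoint luminescence from cellular ATP.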
Numbers without * were called inactive; ? = inconclusive; · = no result given; & = joins results of further samples; [ ] = remark or other dose. Calls come from the whole dose curve; as a rule, active = well fitted curve in the direction sought with a large enough effect; inconclusive = small, poorly fitted or top-dose-only effect, or another doubt; inactive = no such curve, though single readings can be large; an effect the other way counts as inactive or inconclusive. Potency is the fitted concentration of half-maximal effect.

SMILES | Tau fluor cs | aGal spleen mod | aGlu spleen mod | Tau ThT inhib | Tau FP inhib | GAA glycogen mod | GAA inhib | HTT ATP protect
COc1ccc(N2C(=O)CC(n3c(CCCCO)nc4ccccc43)C2=O)cc1 (stereo unspecified) | -1% | 12% | 1% | -5% | 4% | 4% | 3% | 10%[0.074 µM]
O=C(CCCCn1c(=O)c2ccccc2n(Cc2cccc(Cl)c2)c1=O)NCc1ccc2c(c1)OCO2 | -15% | · | · | -2% | 0% | 0%[76.3 µM] | · | ·
CC1Cc2ccccc2N1C(=O)CSc1nnc2c(n1)[nH]c1ccc(F)cc12 (stereo unspecified) | ? | -1% | -4% | ? | -13% | 2% | -7% | -21%[10 µM]
O=C(NC1CCCC1)C(c1ccc(F)cc1)N(Cc1ccc(F)cc1)C(=O)CCl (stereo unspecified) | -3% | 2% | 1% | 2% | 2% | -5% | -5% | -10%[10 µM]
CCOC(=O)N1CCc2c(sc3c2c(=O)n(CCc2ccccc2)c(=O)n3CC(=O)Nc2ccc(C)cc2)C1 | -26% | · | · | 2% | ? | -13%[76.3 µM] | · | ·
CSC1=NCCN1S(=O)(=O)c1ccc(NC(C)=O)cc1 | 2% | 4% | 2% | 0% | 2% | -2% | 5% | -6%
COc1ccccc1N(CC(=O)NCc1cccnc1)S(C)(=O)=O | -15% | 18% | 11% | -23% | 0% | 4% | -5% | -21%
C=C(C)CN(CC)CCC(=O)Nc1ccc(OC)cc1OC | -12% | -3% | -5% | -14% | 4% | 19% | -2% | -18%[10 µM]
CCOC(=O)c1c(N2C(=O)Nc3ccccc3N2O)sc2c1CCCC2 | -2% | -22% | 0% | -15% | 7% | 11% | 5% | 39%[10 µM]
COCC1CCN(Cc2nc(COc3ccccc3)no2)C1 (stereo unspecified) | -9% | -9% | -7% | 4% | -7% | 8% | 6% | -24%[10 µM]
CCOc1ccc(-n2c(Cc3cc(=O)[nH]c(=O)[nH]3)nnc2SCC)cc1 | -2% | -8% | -3% | -5% | -2% | -2% | 2% | -11%[0.074 µM]
CN(C)/C=C(\C=O)c1ncc(C(F)(F)F)cc1Cl | 7% | 8% | 2% | -2% | 1% | 3% | -1% | 9%[10 µM]
COc1ccc(NC(=O)C2=C(C)C(=O)OC23CCC(C)CC3)cc1Cl (stereo unspecified) | ? | -11% | -1% | -17% | 8% | 9% | -1% | -53%[inhibitor]
CCOC(=O)c1ccc(N/C=C\C(=O)c2cccc(OC)c2)cc1 | -16% | -8% | 0% | ? | -9% | 4% | 0% | ·
CC(C)=C1C(=O)C(c2ccccc2)=C2CN3C(=O)N(CCc4ccccc4)C(=O)[C@]3(Cc3ccccc3)[C@H]21 | -16% | 11% | -1% | -11% | -5% | · | · | 5%

Among those listed so far, 5 have a halogen:
SMILES | Tau fluor cs | aGal spleen mod | aGlu spleen mod | Tau ThT inhib | Tau FP inhib | GAA glycogen mod | GAA inhib | HTT ATP protect
O=C(CCCCn1c(=O)c2ccccc2n(Cc2cccc(Cl)c2)c1=O)NCc1ccc2c(c1)OCO2 | -15% | · | · | -2% | 0% | 0%[76.3 µM] | · | ·
CC1Cc2ccccc2N1C(=O)CSc1nnc2c(n1)[nH]c1ccc(F)cc12 (stereo unspecified) | ? | -1% | -4% | ? | -13% | 2% | -7% | -21%[10 µM]
O=C(NC1CCCC1)C(c1ccc(F)cc1)N(Cc1ccc(F)cc1)C(=O)CCl (stereo unspecified) | -3% | 2% | 1% | 2% | 2% | -5% | -5% | -10%[10 µM]
CN(C)/C=C(\C=O)c1ncc(C(F)(F)F)cc1Cl | 7% | 8% | 2% | -2% | 1% | 3% | -1% | 9%[10 µM]
COc1ccc(NC(=O)C2=C(C)C(=O)OC23CCC(C)CC3)cc1Cl (stereo unspecified) | ? | -11% | -1% | -17% | 8% | 9% | -1% | -53%[inhibitor]

Later entries:
SMILES | Tau fluor cs | aGal spleen mod | aGlu spleen mod | Tau ThT inhib | Tau FP inhib | GAA glycogen mod | GAA inhib | HTT ATP protect
COC(=O)CSc1nnc(CSc2nc(C)cc(C)n2)o1 | 5% | 2% | -4% | 1% | 2% | 1% | 0% | ·
Cc1ccccc1-n1nc(C)c(N=O)c1N | 9% | -8% | 1% | 13% | 5% | 0% | 0% | -8%
O=C(NCCc1c[nH]c2ccccc12)/C(=C\c1cccnc1)NC(=O)c1ccccc1F | -16% | -1% | 4% | -11% | 5% | 4% | -4% | -8%[10 µM]
O=C(CCc1ccccc1)N1CCN(c2ccc(F)cc2)CC1 | -6% | -13% | 4% | -2% | -3% | -19% | · | -30%[inhibitor]
CCS(=O)(=O)N1CCc2cc(C(=O)NC(C)c3ccccc3)ccc21 (stereo unspecified) | 4% | · | · | 2% | 11% | 2%[76.3 µM] | · | ·
COc1ccc(OC)c(C2=C/C(=C/c3ccccn3)C(=O)O2)c1 | -17% | -25% | -15% | ? | 6% | 5% | 0% | -12%
COc1cccc(N2CCN(C(=O)c3[nH]c(C)c(C(C)=O)c3C)CC2)c1 | -9% | -11% | -7% | -8% | -3% | 1% | 1% | -84%[inhibitor]
C=CCNc1nc(SC)nc2ccsc12 | -9% | -13% | -18% | -10% | -5% | 4% | 5% | 7%[10 µM]
C=CCn1c(O)c(N=NC(=S)Nc2cccc(OC)c2)c2ccccc21 | ? | -3% | -4% | ? | 0% | -1% | ? | ·
CCn1nc(NC(=O)c2ccccn2)c2cc3cccc(C)c3nc21 | -25% | 2% | 4% | -18% | -14% | 1% | 3% | -23%
COC(=O)CCC(=O)COc1ccc(OC)cc1C#N | 0% | -8% | 0% | -3% | -4% | -15% | 0% | -9%[0.074 µM]
COc1ccccc1N(CC(=O)NCCSCc1cccc(Cl)c1)S(C)(=O)=O | -8% | · | · | -4% | -1% | 0% | · | ·
Cc1ccc2cc(CN(CCN(C)C)C(=S)Nc3ccccc3)c(=O)[nH]c2c1C | -14% | 2% | -16% | -3% | -3% | -7% | 6% | 8%[10 µM]
Cc1nn(CC(=O)N2CCCCC2)c(=O)c2cc3occc3n12 | -3% | · | · | 3% | -4% | -12%[76.3 µM] | · | ·
COC(=O)[C@@H]1C[C@@]2(O)[C@H](O)[C@H](O)[C@H](O)C[C@H]2N1C/C=C/c1ccccc1 | -4%&5% | 5%&-10% | -10%&2% | -2%&-1% | -4%&-4% | -1% | · | -4%
CC(=O)c1ccc(NC(=O)C2CCCN(C(=O)c3ccc(Cl)cc3)C2)cc1 (stereo unspecified) | 1% | 4% | 5% | 1% | 6% | -9% | -2% | ·
COc1ccccc1C(=O)NC(CCSC)C(=O)NCC(c1ccco1)N(C)C (stereo unspecified) | -3% | 1% | -16% | -14% | -3% | -8% | -7% | -13%
Cc1ccc(-c2nnc(N3CCN(C(=O)c4cccs4)CC3)c3ccccc23)cc1 | -3% | 1% | -1% | -18% | -2% | -3% | -7% | 12%[10 µM]
CCSc1nnc(NC(=O)CSc2nccn2-c2cccc(C)c2C)s1 | -3% | -6% | -8% | -8% | -1% | 9% | -11% | -3%
N#Cc1ccc(-c2csc(NC(=O)c3ccc(S(=O)(=O)N4CCc5ccccc5C4)cc3)n2)cc1 | -4% | -5% | -22% | 11% | ? | 1% | -5% | 11%[10 µM]
O=C(Nc1ccccc1C(=O)NC(Cc1c[nH]c2ccccc12)C(=O)O)c1ccccc1 (stereo unspecified) | -21% | -3% | -1% | -13% | 5% | 11% | -2%[15.4 µM] | -17%[10 µM]
N#CCSc1nnc(Nc2ccccc2)s1 | -10% | 3% | 5% | 0% | -2% | -15% | -10% | 4%
Nc1cc(S(=O)(=O)N2CCCCC2)ccc1N1CCOCC1 | 1% | -7% | -1% | 4% | -1% | 10% | -1% | ·
O=C(Cn1c(=O)c2sccc2n(CC(=O)Nc2ccc(Cl)cc2Cl)c1=O)NCCc1ccccc1 | -3% | · | · | 1% | ? | -2%[76.3 µM] | · | ·
CCC(=O)N1c2ccccc2NC2=C(C(=O)CC(c3ccco3)C2)C1c1ccco1 (stereo unspecified) | 2% | 3% | -1% | -8% | 5% | -9% | 3% | 11%
CN(C)S(=O)(=O)c1cc(NC(=O)CNCCN2CCOCC2)ccc1Cl | -12% | -5% | -1% | -11% | ? | 10% | -1% | -13%[10 µM]
CN(CC(=O)Nc1ccc(N2CCOCC2)cc1)C(=O)COc1ccccc1F | -7% | 5% | 2% | -13% | -1% | 0% | · | -12%[10 µM]
O=C(O)CCC(=O)NNC(=O)COc1ccc2ccccc2c1Br | 7% | -2% | 3% | -7% | 2% | 15% | 9% | 22%[10 µM]
CCOCCCNC(=O)c1ccc(OC)cc1 | 11% | -2% | -9% | 11% | 8% | -11% | -3% | 4%
CCOC(=O)C1(CCOC)CCN(Cc2ccncc2)CC1 | -3% | -4% | 1% | -6% | -6% | 3% | · | 11%[10 µM]
O=C(c1ccc([N+](=O)[O-])cc1)N1CCN(C(=O)c2cccs2)CC1 | 2% | 1% | 1% | -2% | 1% | 1% | 4% | 11%[10 µM]
O=C(NCc1nc2ccccc2[nH]1)C1=C[C@@H](c2ccc(Br)cc2)C[C@@H](OCc2ccc(CO)cc2)O1 | ? | -15% | -4% | ? | ? | 1% | · | -43%[10 µM]
COc1cc(OC)c(NC(=O)C2=C(C)C(=O)OC23CCN(C(C)=O)CC3)cc1Cl | 3% | · | · | 2% | 10% | -8%[76.3 µM] | · | ·
Cc1ccc2onc(CNC(=O)Nc3ccccc3C#N)c2c1 | -15% | · | · | -9% | -6% | 14%[76.3 µM] | · | ·
O=C(NCc1ccc2c(c1)OCO2)c1cccc2c1C(=O)N(C1CCCCC1)C2 | -10% | -1% | -2% | -5% | -2% | 12% | 1% | 8%[10 µM]
CCC(=O)Nc1ccc(C(=O)CSc2nnc(-c3cccnc3)o2)cc1 | -5% | 6% | 0% | -9% | 6% | 1% | 1% | 2%[10 µM]
Cc1cc(C)c2c(CC(=O)Nc3ccc(F)cc3)coc2c1 | -9% | · | · | 7% | -14% | 15%[76.3 µM] | · | ·
O=C(Nc1ccc(C(=O)O)cc1)/C(=C\c1ccc([N+](=O)[O-])cc1)NC(=O)c1ccc(Br)cc1 | -17% | -5% | -3% | ? | 1% | -3% | -12% | -5%
CC1CCCN(Cc2nc3c(c(=O)n(C)c(=O)n3C)n2CCCc2ccccc2)C1 (stereo unspecified) | 0% | -5% | -8% | -12% | -8% | -14% | -5% | -26%[0.074 µM]
